BAZ2B block: blocks human BAZ2B; Q9UIF8; AlphaScreen BAZ2B-H3K14Ac peptide displacement; Potency, µM (titrated, usually from 114 µM), inactives show at the highest dose activity change, negative = inhibition, most hits filed as inhibitors; hit rate 4.4% among 360,000; AID 504333; note: potency is the fitted concentration of half-maximal effect; % is set by controls: 0 for no effect and ±100 for the full control effect; nearly all actives have a fitted effect of over 60% in size
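AlphaScreen luminescence quantifies BAZ2B engagement of H3K14Ac peptide; the protein and biotinylated peptide are both at 50 nM final, buffer PBS pH 7.4 with 0.01% Tween-20, all steps at room temperature.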
HP1b binding inh: blocks HP1-beta chromodomain binding to methylated histone tails; AlphaScreen HP1-beta / biotin-H3K9me3 peptide binding; Potency, µM (doses to about 114 µM), for inactives: top-dose activity change, negative = inhibition, usual class: inhibitors; hit rate 0.56% among 390,000; AID 540317; note: potency is the fitted concentration of half-maximal effect; nearly all actives have a fitted effect of over 70% in size; inactives centre near 23
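Compound inhibition of the preformed complex between 50 nM HP1-beta and 50 nM biotinylated H3K9me3 peptide was read by AlphaScreen. Buffer was PBS pH 7.4 with 0.01% Tween-20. Incubations ran 30 min at room temperature, with 10 ug/mL donor/acceptor beads.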
JMJD2A Tudor: JMJD2A Tudor domain (human) inhibition; Potency, µM (series often up to 114 µM), without a hit: top-dose activity change, negative = inhibition, most hits filed as inhibitors; hit rate 4.4% among 390,000; AID 504339; O75164; AlphaScreen JMJD2A-Tudor / H3K4me3 peptide binding; note: potency is the fitted concentration of half-maximal effect; % is set by controls: 0 for no effect and ±100 for the full control effect; nearly all actives have a fitted effect of over 50% in size
PI4K2A inh: PI4K2A (human) kinase inhibition; purified PI4K2A, ADP-Glo luminescence, 1 h; hits give low values; hit rate 0.13% among 420,000; activity change, negative = inhibition, % at 76.9 µM; Q9BTU6; in the data active = activity change below about -50%; inconclusive = mostly about -30% to -49%;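 note: -100% = wells without enzyme as full effect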
Target sequence (Q9BTU6 whole entry, looked up): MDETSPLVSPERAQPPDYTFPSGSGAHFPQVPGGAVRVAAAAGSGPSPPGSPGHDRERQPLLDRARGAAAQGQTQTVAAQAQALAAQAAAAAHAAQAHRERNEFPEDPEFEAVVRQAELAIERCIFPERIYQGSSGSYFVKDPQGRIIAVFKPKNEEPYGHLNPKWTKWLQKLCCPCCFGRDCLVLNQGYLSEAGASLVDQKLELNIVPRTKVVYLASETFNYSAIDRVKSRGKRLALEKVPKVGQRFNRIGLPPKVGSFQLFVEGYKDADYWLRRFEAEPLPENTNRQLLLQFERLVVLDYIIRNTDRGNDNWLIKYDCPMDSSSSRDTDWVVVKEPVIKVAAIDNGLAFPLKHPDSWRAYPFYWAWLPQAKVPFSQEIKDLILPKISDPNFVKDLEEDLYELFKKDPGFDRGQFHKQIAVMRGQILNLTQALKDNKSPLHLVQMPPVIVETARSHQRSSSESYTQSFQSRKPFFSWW
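ADP-Glo luminescence measured ADP generated by PI4K2A enzyme (4 ug/mL before mixing) with 1.2 mM PI substrate (pre-mix) and 300 microM ATP (pre-mix). Tris pH7.5 buffer with MgCl2, Triton X-100; 1 h reaction at ambient temperature.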
ERG-DNA inh: ERG Ets/DNA interaction inhibition | fluorescence polarization, His-ERG Ets domain / labelled DNA | Potency, µM (highest dose often 76.9 µM), for the others: at the highest dose FP activity, negative = inhibition, most hits filed as inhibitors | AID 624246 | hit rate 0.028% among 370,000 | P11308; active = well fitted inhibition curve with a large enough effect in the polarisation, with a control signal flat; inconclusive = small, poorly fitted or top-dose-only effect, or effect the other way, or a change in a side signal; inactive = no such curve, though single readings can be large or run the other way; the % refers to the polarisation;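 note: polarization taken with two DNA probes labelled with fluorescein and Texas red; potency is the fitted concentration of half-maximal effect; % of control where 0% means no effect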
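His-tagged ERG Ets domain (1 uM in the protein solution; 300mM KCl, 50mM Tris-HCl, 1mM EDTA, 1mM DTT, pH 7.5) received compound, then a probe mix of 5 nM fluorescein-DNA and 100nM Texas-615-DNA. Fluorescence polarization was read for both dyes.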
GLS inh: blocks human kidney-isoform glutaminase activity; GLS enzymatic activity, qHTS titration; Potency, µM (highest dose often 45.5 µM), for inactives: at the top dose activity change, negative = inhibition, hits mostly inhibitors; hit rate 0.21% among 410,000; O94925; note: potency is the fitted concentration of half-maximal effect; % is set by controls: 0 for no effect and ±100 for the full control effect
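Enzyme dispensed in phosphate buffer (45 mM, pH 8.2, 0.02% Tween-20), compounds pinned in, then 1 mM L-glutamine solution and the glutamate oxidase–HRP–Amplex Red mix added; fluorescence read immediately and again after 30 min at room temperature.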
Tb PGK inh: inhibitors of T. brucei phosphoglycerate kinase; AID 602233; hit rate 0.043% among 380,000; Potency, µM (titrated, usually from 57.5 µM), inactives show at the highest dose activity change, negative = inhibition, most hits filed as inhibitors; PGK/GAPDH coupled, Kinase-Glo luminescence, 60 min; P07378; note: potency is the fitted concentration of half-maximal effect; % is set by controls: 0 for no effect and ±100 for the full control effect; nearly all actives have a fitted effect of over 60% in size
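Recombinant glycosomal PGK reaction used 1,3-bisphosphoglycerate generated in-well by GAPDH (100nM final) in 100mM TEA pH 7.6, 5mM MgCl2, 0.01% Tween-20. After 60 minutes at room temperature, ATP was read by Kinase-Glo Plus luminescence end-point.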
Pin1 inh: blocks the human prolyl isomerase Pin1. Q13526. Pin1 FP peptide displacement, HiFluor488, 10 min. Potency, µM (series often up to 115 µM), for the others: at the top dose activity, negative = inhibition, actives largely listed as inhibitors. hit rate 0.009% among 390,000. AID 504891; active = well fitted inhibition curve with a large enough effect in the polarisation, with a control signal flat, not every such curve was filed as active; inconclusive = small, poorly fitted or top-dose-only effect, or effect the other way, or a change in a side signal; inactive = no such curve, though single readings can be large or run the other way; the % refers to the polarisation; note: potency is the fitted concentration of half-maximal effect; % is set by controls: 0 for no effect and ±100 for the full control effect
Target sequence (Q13526 whole entry, looked up): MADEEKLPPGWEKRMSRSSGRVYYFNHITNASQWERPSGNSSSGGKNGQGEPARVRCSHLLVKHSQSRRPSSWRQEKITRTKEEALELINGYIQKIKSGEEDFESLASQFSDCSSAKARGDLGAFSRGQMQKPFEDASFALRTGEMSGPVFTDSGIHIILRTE
G9a block: blocks human histone lysine methyltransferase G9a; AID 504332; Q96KQ7; hit rate 8.8% among 350,000; G9a H3K9 monomethylation, AlphaScreen, 2 h; Potency, µM (series often up to 102 µM), without a hit: at the highest dose activity, negative = inhibition, most hits filed as inhibitors; note: potency is the fitted concentration of half-maximal effect; % is set by controls: 0 for no effect and ±100 for the full control effect; nearly all actives have a fitted effect of over 75% in size
Target sequence (Q96KQ7 913-1193 limits assumed): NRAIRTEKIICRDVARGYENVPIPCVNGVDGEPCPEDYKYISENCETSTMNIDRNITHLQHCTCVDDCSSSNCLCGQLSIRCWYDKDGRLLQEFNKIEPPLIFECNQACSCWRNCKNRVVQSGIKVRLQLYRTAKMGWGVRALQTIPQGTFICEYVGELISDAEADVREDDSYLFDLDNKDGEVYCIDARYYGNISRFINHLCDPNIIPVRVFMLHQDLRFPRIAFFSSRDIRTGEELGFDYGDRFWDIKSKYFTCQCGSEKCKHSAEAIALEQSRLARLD
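Quantitative HTS format: methyltransferase activity on a biotin-tagged H3K9 peptide is measured by AlphaScreen, using a rabbit anti-monomethyl-H3K9 antibody with streptavidin donor and anti-IgG acceptor beads. Final levels are 20 nM enzyme, 500 nM peptide, 20 uM SAM; 2 h RT.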
* = called active by the depositor; i = inactive; ? = inconclusive; . = no result given; & = joins results of further samples; [ ] = another dose, or the depositor's remark. Unless noted, calls come from the whole dose curve; as a rule, active = well fitted curve in the direction sought with a large enough effect; inconclusive = small, poorly fitted or top-dose-only effect, or another doubt; inactive = no such curve, though single readings can be large; an effect the other way counts as inactive or inconclusive.

| BAZ2B block | HP1b binding inh | JMJD2A Tudor | PI4K2A inh | ERG-DNA inh | GLS inh | Tb PGK inh | Pin1 inh | SMILES | G9a block |
| --- | --- | --- | --- | --- | --- | --- | --- | --- | --- |
| 2% | 34% | -18% | -18 | 2% | 7% | -2% | 13% | O=C1C2C3C=CC([C@@H]2C(=O)N1C1CC1)[C@H]1C(=O)N(C2CC2)C(=O)C31 (stereo partly drawn) | 14%[0.501 µM] |
| -1% | 28% | -16% | -4 | -2% | -7% | -3% | -3% | O=S(=O)(Nc1nc2ccccc2nc1NCC1CCCO1)c1cc(Cl)ccc1Cl (stereo not drawn) | ? |
| -23% | 5% | -25% | -4 | 6% | -1% | -2% | 5% | COc1ccc(Nc2nc(N)c([N+](=O)[O-])c(N3CCN(C)CC3)n2)cc1 | ? |
| -12% | 79%[activator] | -16% | -26 | 5% | 8% | -9% | -2% | Cc1nc2ccn(Cc3ccco3)c(=O)c2cc1C(=O)N1CCN(c2ccc(F)cc2)CC1 | 12%[59 µM] |
| 11% | 80%[activator] | 35% | -3 | -5% | 9% | 7% | -2% | COc1ncccc1-c1nnn(-c2ccc(C)cc2)n1 | 5%[12.7 µM] |
| 10% | 24% | -21% | 3 | -4% | 6% | -2% | 3% | CCOC(=O)c1sc(NC(=O)CCCn2nc([N+](=O)[O-])cc2C)c(C(=O)OCC)c1C | 1% |
| -2% | 14% | -5% | 6 | -16% | 6% | 4% | -1% | COc1cc([N+](=O)[O-])ccc1NC(=O)Nc1nc2c(s1)CCCC2 | -7%[59 µM] |
| 28µM* | -14% | 28µM* | -2 | -6% | 9% | -11% | 7% | Cc1cccc(N2CCN(C(=O)c3cc4ccc5cccnc5c4[nH]3)CC2C)c1 (stereo not drawn) | ? |
| 10%[57.1 µM] | 30% | -8% | -1 | 2% | 0% | 0% | 57%[activator] | Cc1ccc(C(=O)c2cn(CC(=O)NCc3ccccc3Cl)c3nc(C)ccc3c2=O)cc1 | -25%[59 µM] |
| 2% | 19% | -19% | 4 | 2% | -6% | -5% | 3% | CN(C(=O)Nc1ccc(Cl)cc1Cl)[C@H]1c2cc(Br)ccc2OC[C@H]1CO | 0%[59 µM] |
| 5% | 32% | -17% | 3 | 12% | 5% | -2% | -4% | O=c1c2c(-c3cccs3)csc2ncn1-c1ccccc1 | 9%[59 µM] |
| -25% | 15% | -27% | 2 | 10% | 2% | -5% | -14% | CSCCC(NC(=O)c1ccc([N+](=O)[O-])cc1Cl)C(=O)OC1CCCCC1=O (stereo not drawn) | -4% |
| 1% | -29% | -26% | 6 | 4% | -1% | -9% | -1% | COc1ccc(CC(=O)c2ccc(OC)c(OC)c2)cc1 | 0% |
| 1% | 13% | -27% | -8 | -2% | ? | -6% | -3% | COc1ccc(/C=N/Nc2nc3ccccc3s2)cc1O | ? |
| 6% | 14% | -13% | -8 | -1% | 14% | -1% | 6% | O=C(COc1ccc(Cl)cc1)Nc1ccc2c(c1)CCC2 | 1%[59 µM] |
| -7% | 19% | -12% | -2 | 7% | 2% | 0% | -6% | COc1ccc(NC(=O)N2CCCCCC2)cc1 | 2%[12.7 µM] |
| 6% | 40%[activator] | -11% | -2 | -3% | 1% | 7% | 0% | Cc1cccc(NC(=O)CNC(=O)c2ccc(-n3cncn3)c([N+](=O)[O-])c2)c1C | 5% |
| 4% | 39%[activator] | -11% | -2 | 3% | 4% | 10% | 1% | COc1ccc(OCC(=O)NNC(=O)C2CCCO2)cc1 (stereo not drawn) | 1% |
| -5% | 28% | -1% | 0 | -4% | -13% | i | 2% | CCN(CC)CCCn1c2c(c(SCC(=O)Nc3ccc(F)c(F)c3)nc1=O)CCC2 | -43% |
| ? | 12% | ? | 4 | 0% | 1% | -16% | ? | Cc1cccc(Nc2nn3c(=O)c4ccccc4nc3s2)c1 | -4%[59 µM] |

BAZ2B block: hit marks shown above
| BAZ2B block | HP1b binding inh | JMJD2A Tudor | PI4K2A inh | ERG-DNA inh | GLS inh | Tb PGK inh | Pin1 inh | SMILES | G9a block |
| --- | --- | --- | --- | --- | --- | --- | --- | --- | --- |
| 28µM* | -14% | 28µM* | -2 | -6% | 9% | -11% | 7% | Cc1cccc(N2CCN(C(=O)c3cc4ccc5cccnc5c4[nH]3)CC2C)c1 (stereo not drawn) | ? |

Entries above that contain a thiophene ring, fused or not:
| BAZ2B block | HP1b binding inh | JMJD2A Tudor | PI4K2A inh | ERG-DNA inh | GLS inh | Tb PGK inh | Pin1 inh | SMILES | G9a block |
| --- | --- | --- | --- | --- | --- | --- | --- | --- | --- |
| 10% | 24% | -21% | 3 | -4% | 6% | -2% | 3% | CCOC(=O)c1sc(NC(=O)CCCn2nc([N+](=O)[O-])cc2C)c(C(=O)OCC)c1C | 1% |
| 5% | 32% | -17% | 3 | 12% | 5% | -2% | -4% | O=c1c2c(-c3cccs3)csc2ncn1-c1ccccc1 | 9%[59 µM] |

(further entries)
| BAZ2B block | HP1b binding inh | JMJD2A Tudor | PI4K2A inh | ERG-DNA inh | GLS inh | Tb PGK inh | Pin1 inh | SMILES | G9a block |
| --- | --- | --- | --- | --- | --- | --- | --- | --- | --- |
| 3% | 26% | -15%[57.1 µM] | -4 | 3% | 25% | -1% | ? | N#Cc1c(N)nc2c3c(sc(=N)c2c1N)NC(=O)CC3c1ccccc1 (stereo not drawn) | 23%[59 µM] |
| -29%[57.1 µM] | -2% | -25% | 2 | -5% | 8% | i | 10% | CC(=O)c1cccc(NS(=O)(=O)c2ccc(N/C=C\C(=O)c3ccc(F)cc3)cc2)c1 | ? |
| -37% | 33% | -4% | -2 | -4% | 5% | 1% | 1% | O=C(N/N=C/c1ccccc1)c1ccc(N2CCOCC2)c([N+](=O)[O-])c1 | -26%[59 µM] |
| -1% | -26% | -15% | 3 | -25% | 6% | i | -1% | COC(=O)Nc1nc2ccc(Br)cc2s1 | 5% |
| -1%&-27% | 7%&23% | ? | 0&0 | -1%&3% | 16%&6% | 9% | ? | CCn1cc(CCC(=O)NCc2ccc(F)cc2)c2ccccc21 | -11% |
| -30% | 22% | -14% | -1 | -8% | 1% | 1% | -2% | CCCCN1C(=O)C(NC(=O)c2cccnc2)(C(F)(F)F)C2=C1CC(C)(C)CC2=O (stereo not drawn) | 32% |
| -3% | 28% | -14% | 2 | 9% | -14% | i | -6% | COc1ccccc1NC(=O)c1ccc(-n2cccn2)nc1 | 108%[activator][59 µM] |
| 11% | 13% | -25% | 1 | -12% | 6% | -1% | 2% | C/C(=N\NC(=O)c1c(Cl)c(C)nn1C)c1cccc(NC(=O)COc2ccccc2)c1 | -3% |
| -18% | 21% | -21% | 0 | -2% | 11% | 0% | ? | COc1ccc(/C=C/C=C2\NC(=S)NC2=O)cc1 | -36% |
| . | -23% | -9%[11.4 µM] | -11 | -10% | 14% | i | -7% | C/C(=C\C(=O)c1ccccc1)Nc1ccc(Cl)c(Br)c1 | . |
| 4µM* | -22% | 16µM* | 1 | 0% | 8% | i | 46%[activator] | COc1ccccc1Nc1c2c(nc3ccc(NC(=O)c4ccc(N(C)C)cc4)cc13)CCCC2 | 7.9µM* |
| ? | 1% | ? | -6 | 0% | 1% | 6% | 4% | CCC(=NCCc1c(C)[nH]c2ccc(C)cc12)C1=C(O)CC(c2ccccc2)CC1=O (stereo not drawn) | -11%[59 µM] |
| 50µM* | ? | 50µM* | -1 | 8% | -10% | -17% | 20% | Cc1ccc(-c2csc3ncn(CC#N)c(=O)c23)cc1C | ? |
| -15% | 15% | 10µM* | -3 | -11% | 8% | -1% | 0% | Cc1[nH]c2ccccc2c1SCc1n[nH]c(=S)n1C | 4µM* |
| -19% | -9% | -15% | -2 | -4% | -1% | -4% | 21% | N#Cc1ccc(CSc2nnc(-c3c[nH]c4ccccc34)n2-c2ccccc2)cc1 | ? |
| -2% | 17% | 4% | -11 | -7% | 5% | 4% | -5% | COc1ccc(C2(C)NC(=O)N(CC(=O)Nc3c(C)n(C)n(-c4ccccc4)c3=O)C2=O)cc1 (stereo not drawn) | 56µM* |
| 4% | 19% | -5% | -2 | 2% | -12% | 4% | 4% | COc1cc(/C=C/C(=O)NC(C)C2CC3CCC2C3)cc(OC)c1OC (stereo not drawn) | 20% |
| 12% | 28% | -1% | 9 | -6% | 18% | -4% | -7% | CCOC(=O)c1[nH]c2ccc(C)cc2c1N=CN(CC)CC | -2%[59 µM] |
| -4% | -13% | -22% | -5 | -1% | -11% | 7% | 4% | Cc1ccc(-n2nc(CO)c(C(=O)NCCc3ccccc3)n2)cc1C | -1%[59 µM] |
| 5% | 10% | -23% | -4 | -2% | 8% | 2% | -1% | CC1(NC(=O)c2cccc(S(=O)(=O)N3CCN(c4ccccc4)CC3)c2)CCS(=O)(=O)C1 (stereo not drawn) | 36%[activator][12.7 µM] |
| 13% | 41%[activator] | -9% | 6 | 2% | -13% | 0% | 4% | CCNc1nc(Cl)nc(-c2cn(-c3ccccc3)c3ccccc23)n1 | 71µM* |
| ? | 5% | -32% | -1 | -22% | -2% | -3% | -10% | COc1ccc(-c2cccc(NS(=O)(=O)c3cc([N+](=O)[O-])c(C)c([N+](=O)[O-])c3)c2)nn1 | ? |

Screens: PubChem BioAssay, National Center for Advancing Translational Sciences (NCATS)
